# Ba/F3 V617F tox – reduce viability of Ba/F3 cells dependent on JAK2V617F | Ba/F3 EpoR-JAK2V617F viability, ATP luminescence | inhibition, % at 5.6 µM | 220,000 compounds, 1.1% hits | AID 1446;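 active = inhibition above the campaign mean plus 3 SD over all tested compounds, cut at about 24% in these data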;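 note: cytokine-independent growth of Ba/F3 cells driven by EpoR plus mutant JAK2; 0% = DMSO-treated cells and 100% = JAK inhibitor I control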
# BaF3 tox – parental Ba/F3 viability inhibition as JAK2V617F counter-screen. CellTiter-Glo ATP luminescence. 220,000 compounds, 1.1% hits. inhibition, % at 5.6 µM;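 active = inhibition above a per-campaign cutoff, the mean inhibition of all tested compounds plus 3 SD, cut at about 27% in these data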;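 note: 0% = DMSO wells and 100% = JAK Inhibitor I control wells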
# NPY-Y2 PAM-ag – potentiators or agonists of human neuropeptide Y receptor Y2; P49146; cells expressing NPY-Y2, potentiator/agonist read-out; activation, % at 3.6 µM; 220,000 compounds, 0.45% hits; AID 1359; in the data active = activation above about 27%;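 note: cells stimulated with NPY near EC25 plus isoproterenol at EC100; 0% = vehicle plus submaximal agonist and 100% = vehicle plus saturating agonist; some results beyond the cut were filed as inactive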
# S1P4 antag – human S1P4 receptor antagonism; O95977; S1P4-expressing cells, antagonist mode, reporter read-out; inhibition, % at 4.98 µM; 220,000 compounds, 0.26% hits; in the data active = inhibition above about 29%;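 note: 0% = wells stimulated with agonist and 100% = vehicle wells without agonist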
# Target sequence (O95977 whole entry, looked up): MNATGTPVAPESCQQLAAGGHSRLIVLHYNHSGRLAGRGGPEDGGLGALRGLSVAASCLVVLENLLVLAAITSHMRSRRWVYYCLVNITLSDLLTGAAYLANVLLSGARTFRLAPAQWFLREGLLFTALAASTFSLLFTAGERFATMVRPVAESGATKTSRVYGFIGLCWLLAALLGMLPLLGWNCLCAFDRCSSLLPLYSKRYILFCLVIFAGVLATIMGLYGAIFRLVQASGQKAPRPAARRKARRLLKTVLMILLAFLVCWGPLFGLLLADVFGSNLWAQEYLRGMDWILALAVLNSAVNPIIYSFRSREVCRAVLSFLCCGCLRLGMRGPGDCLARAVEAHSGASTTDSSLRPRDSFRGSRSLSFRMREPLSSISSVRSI
# Mdm2 ligase inh – inhibitors of human Mdm2 E3 ubiquitin ligase; signal enhancement, % at 5 µM; cell-based MDM2 ubiquitination luciferase reporter, 2 h; 0 = plate control, 100 = twice control, blank-subtracted; 210,000 compounds, 0.11% hits; Q00987;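 active = signal enhancement of 30% or more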;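 note: luminescence tracks abundance of the self-degrading MDM2-luciferase fusion protein; higher signal means inhibition of MDM2 E3 ligase activity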
#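 Assay system: stable mammalian line carrying autodegrading MDM2–luciferase fusion reporter; amount: 2000 cells seeded into each well; buffer or medium: DMEM; benchmarks: plate control and blank wells; signal: luciferase luminescence; timing: 2 h compound exposure at 37 °C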
# Wee1 degr inh – human Wee1 degradation inhibition, primary screen; P30291; reporter increase, % at 5 µM; 220,000 compounds, 1.2% hits; HeLa Luc-Wee1K328M stability, luciferase luminescence; 100% = proteasome inhibitor MG132 effect;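 active = activation above the mean of all tested compounds plus 3 SD, set per screening run, cut at about 8.8% in these data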;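 note: cells exposed to compound for 20 h before luminescence read; 0% = DMSO alone and 100% = MG132 at 30 µM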
# Target sequence (P30291 whole entry K328M): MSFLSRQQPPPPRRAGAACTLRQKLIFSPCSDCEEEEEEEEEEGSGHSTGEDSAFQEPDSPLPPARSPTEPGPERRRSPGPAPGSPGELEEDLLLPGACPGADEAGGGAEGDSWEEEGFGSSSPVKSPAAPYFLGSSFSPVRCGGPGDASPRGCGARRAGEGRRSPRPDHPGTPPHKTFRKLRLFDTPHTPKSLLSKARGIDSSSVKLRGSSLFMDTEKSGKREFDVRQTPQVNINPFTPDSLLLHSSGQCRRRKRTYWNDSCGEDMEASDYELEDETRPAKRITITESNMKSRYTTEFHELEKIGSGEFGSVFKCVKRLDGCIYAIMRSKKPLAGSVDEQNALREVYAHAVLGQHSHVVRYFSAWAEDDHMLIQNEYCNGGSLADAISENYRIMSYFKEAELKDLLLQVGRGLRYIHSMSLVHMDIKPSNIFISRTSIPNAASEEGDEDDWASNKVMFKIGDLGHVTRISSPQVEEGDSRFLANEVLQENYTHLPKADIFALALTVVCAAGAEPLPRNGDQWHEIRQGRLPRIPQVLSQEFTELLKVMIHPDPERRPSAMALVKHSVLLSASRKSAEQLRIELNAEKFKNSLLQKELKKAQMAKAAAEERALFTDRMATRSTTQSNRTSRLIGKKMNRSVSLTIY
# eIF4E 4G PPI – inhibitors of eIF4E and eIF4G interaction in translation initiation; P63073+Q04637; TR-FRET eIF4E-eIF4GI(517-606) binding, 2 h; inhibition, % at 21.7 µM; 220,000 compounds, 0.37% hits; AID 782;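 active = inhibition above about 30%, limit read from the data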;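 note: 0% = full FRET control wells and 100% = background wells lacking eIF4GI fragment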
# S1P4 agonist – agonists of human S1P4 receptor; S1P4-expressing cell line, agonist reporter assay; activation, % at 4.98 µM; 220,000 compounds, 0.35% hits; AID 1509; in the data active = activation above about 11%;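 note: 0% = DMSO vehicle and 100% = reference agonist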
# PERK inh – human PERK inhibition, primary cell-based screen; Q9NZJ5; CHO PERK-DD fusion, SEAP luminescence translation reporter; inhibition, % at 5.6 µM; 220,000 compounds, 0.17% hits;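 active = inhibition above the mean inhibition of all tested compounds plus 3 SD, set separately per screening campaign, cut at about 2.9% in these data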;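 note: PERK kinase domain activated by AP20187 dimerizer at 100 nM; 0% = DMSO with dimerizer and 100% = rapamycin at 8.4 µM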
# * hit, by the source's call; · = not tested or not shown; [ ] = remark or other dose.
[1] Clc1cccc(Cl)c1CSc1nnc(/C=C/c2ccccc2)o1
[2] COc1ccc(N(CC(=O)NCCC2=CCCCC2)S(=O)(=O)c2ccccc2)cc1
[3] CCOC(=O)c1cnn(CCOC(=O)c2cccc(F)c2)c1NC(=O)c1cccc(F)c1
[4] CCOC(=O)N1CCN(C(=O)c2n[nH]c(=O)c3ccccc23)CC1
[5] CCCCN(CCCC)CCNC(=O)Cc1nc2c(c(=O)[nH]c(=O)n2C)n1C
[6] C=CCn1c(SC(C)C(=O)NCCC2=CCCCC2)nc2ccccc2c1=O (stereo not drawn)
[7] Cc1noc(C)c1C(=O)NC(C)C1CCCO1 (stereo not drawn)
[8] CCOc1ccc(C(=O)c2cccs2)cc1
[9] O=C(NNC(=O)c1cc2cc(Br)ccc2oc1=O)c1ccc(O)cc1
[10] Cn1c(CNS(=O)(=O)c2ccc(F)cc2)n[nH]c1=S

assay / compound	1	2	3	4	5	6	7	8	9	10
Ba/F3 V617F tox	2	2	4	-3	1	-1	-3	-3	0	-4
BaF3 tox	3	2	8	2	5	0	-2	5	9	0
NPY-Y2 PAM-ag	-39	-7	8	8	-15	-8	0	-6	-10	5
S1P4 antag	10	1	-27	-7	-17	8	-13	-16	-3	-1
Mdm2 ligase inh	-15	·	-5	-11	-13	-14	-26	-7	-17	-3
Wee1 degr inh	3	-1	-1	2	7	-2	-1	2	-2	6
eIF4E 4G PPI	0	-9	-31	-4	-3	5[fluorescence artefact?]	0	1	-1	12
S1P4 agonist	-1.5	0.3	-0.5	-0.1	-1.5	-5.0	-0.3	-0.3	3.2	-2.9
PERK inh	0.0	-0.1	0.1	1.5	1.3	-0.4	1.0	0.6	0.1	0.9

[11] COc1ccc(CN(C)CC(=O)Nc2ccc(SC(F)F)cc2)cc1OC
[12] CCOC(=O)c1cnc(SC2CCc3ccccc3C2=O)nc1N (stereo not drawn)
[13] COCCCn1c(SCC(=O)NC(C)(C)C)nnc1-c1cccs1
[14] CCOC(=O)c1oc2ccccc2c1NC(=O)c1ccc(S(=O)(=O)N2CCCC2)cc1
[15] O=C(NCc1cccc(F)c1)C1CCN(S(=O)(=O)Cc2ccccc2)CC1
[16] CCN(c1ccccc1)S(=O)(=O)c1cc(C(=O)OC(C)C(=O)Nc2ccc3c(c2)OCCO3)ccc1C (stereo not drawn)
[17] Nc1c(C(=O)NCc2ccco2)nnn1CC(=O)Nc1ccc2c(c1)OCO2
[18] N#Cc1c(-c2ccccc2Cl)c2c([nH]c1=O)-c1ccccc1OC2
[19] CCOc1ccc(/C=N/OCC(=O)NCc2ccco2)cc1
[20] CCN1C(=O)/C(=C2\SC(=S)N(c3c(C)n(C)n(-c4ccccc4)c3=O)C2=O)c2ccccc21

assay / compound	11	12	13	14	15	16	17	18	19	20
Ba/F3 V617F tox	-1	1	-1	1	-2	0	0	-5	6	0
BaF3 tox	-1	5	-4	5	4	9	4	-1	2	3
NPY-Y2 PAM-ag	-4	-7	-12	-16	12	-1	0	-8	-19	-11
S1P4 antag	-16	-16	-14	11	-2	-9	-19	11	-17	7
Mdm2 ligase inh	-4	-5	·	-3	-9	-13	-4	3	-9	-9
Wee1 degr inh	-3	-1	3	-2	2	0	-1	2	1	-2
eIF4E 4G PPI	-2	5	-6	-1[fluorescence artefact?]	-9	8	0	4	1	-3
S1P4 agonist	0.7	0.2	0.2	-0.5	0.5	0.9	1.7	0.6	-1.0	-1.1
PERK inh	-0.2	-0.2	0.2	-0.1	-0.7	-0.3	1.1	1.0	0.4	0.3

[21] CC(C)c1ccc(O)c(NC(=S)NC(=O)CCc2ccccc2)c1
[22] Cc1ccc(CCc2nnc(SCC(=O)Nc3cc(Cl)ccc3Cl)n2-c2ccccc2)o1
[23] CN(C)Cc1ccccc1Sc1ccc(O)cc1O
[24] O=C(Nc1ccc(SC(F)F)cc1)c1ccccc1F
[25] COc1cccc(C(=O)N(C)c2nnc(-c3ccncc3)s2)c1
[26] CN(CC(=O)OCC(=O)c1c(N)n(C)c(=O)n(C)c1=O)S(=O)(=O)c1ccc(Cl)cc1
[27] CN1C(=O)CCC1(O)c1ccccc1 (stereo not drawn)
[28] COc1ccc(-c2nnc(-c3ccc(OCC(C)C)cc3)o2)cc1
[29] COC(=O)c1ccc(Cl)c(NC(C)=O)c1
[30] CC(NC(=O)NC1CCCCC1)C(c1cccs1)N1CCN(c2ccccc2)CC1 (stereo not drawn)

assay / compound	21	22	23	24	25	26	27	28	29	30
Ba/F3 V617F tox	-1	-2	-2	4	0	-2	1	2	1	-4
BaF3 tox	5	1	0	11	1	6	1	3	6	-1
NPY-Y2 PAM-ag	-2	-8	2	-13	2	9	10	-7	-8	5
S1P4 antag	1	-3	0	-15	-21	7	-19	-6	3	-10
Mdm2 ligase inh	-15	3	4	-92	5	-6	-9	1	7	-18
Wee1 degr inh	-3	3	-3	3	-4	-1	-3	0	0	0
eIF4E 4G PPI	-1	12	17	2	4	-1	0[fluorescence artefact?]	-6	-4[fluorescence artefact?]	-4
S1P4 agonist	0.3	0.2	1.3	0.0	1.1	-2.3	-0.1	0.0	0.2	-1.8
PERK inh	0.3	-0.1	0.6	1.8	0.3	0.8	0.1	0.2	1.1	0.9

# From compound 1 up to 15, as listed above:
[1] Clc1cccc(Cl)c1CSc1nnc(/C=C/c2ccccc2)o1
[2] COc1ccc(N(CC(=O)NCCC2=CCCCC2)S(=O)(=O)c2ccccc2)cc1
[3] CCOC(=O)c1cnn(CCOC(=O)c2cccc(F)c2)c1NC(=O)c1cccc(F)c1
[4] CCOC(=O)N1CCN(C(=O)c2n[nH]c(=O)c3ccccc23)CC1
[5] CCCCN(CCCC)CCNC(=O)Cc1nc2c(c(=O)[nH]c(=O)n2C)n1C
[6] C=CCn1c(SC(C)C(=O)NCCC2=CCCCC2)nc2ccccc2c1=O (stereo not drawn)
[7] Cc1noc(C)c1C(=O)NC(C)C1CCCO1 (stereo not drawn)
[8] CCOc1ccc(C(=O)c2cccs2)cc1
[9] O=C(NNC(=O)c1cc2cc(Br)ccc2oc1=O)c1ccc(O)cc1
[10] Cn1c(CNS(=O)(=O)c2ccc(F)cc2)n[nH]c1=S
[11] COc1ccc(CN(C)CC(=O)Nc2ccc(SC(F)F)cc2)cc1OC
[12] CCOC(=O)c1cnc(SC2CCc3ccccc3C2=O)nc1N (stereo not drawn)

assay / compound	1	2	3	4	5	6	7	8	9	10	11	12
Ba/F3 V617F tox	2	2	4	-3	1	-1	-3	-3	0	-4	-1	1
BaF3 tox	3	2	8	2	5	0	-2	5	9	0	-1	5
NPY-Y2 PAM-ag	-39	-7	8	8	-15	-8	0	-6	-10	5	-4	-7
S1P4 antag	10	1	-27	-7	-17	8	-13	-16	-3	-1	-16	-16
Mdm2 ligase inh	-15	·	-5	-11	-13	-14	-26	-7	-17	-3	-4	-5
Wee1 degr inh	3	-1	-1	2	7	-2	-1	2	-2	6	-3	-1
eIF4E 4G PPI	0	-9	-31	-4	-3	5[fluorescence artefact?]	0	1	-1	12	-2	5
S1P4 agonist	-1.5	0.3	-0.5	-0.1	-1.5	-5.0	-0.3	-0.3	3.2	-2.9	0.7	0.2
PERK inh	0.0	-0.1	0.1	1.5	1.3	-0.4	1.0	0.6	0.1	0.9	-0.2	-0.2

[13] COCCCn1c(SCC(=O)NC(C)(C)C)nnc1-c1cccs1
[14] CCOC(=O)c1oc2ccccc2c1NC(=O)c1ccc(S(=O)(=O)N2CCCC2)cc1
[15] O=C(NCc1cccc(F)c1)C1CCN(S(=O)(=O)Cc2ccccc2)CC1

assay / compound	13	14	15
Ba/F3 V617F tox	-1	1	-2
BaF3 tox	-4	5	4
NPY-Y2 PAM-ag	-12	-16	12
S1P4 antag	-14	11	-2
Mdm2 ligase inh	·	-3	-9
Wee1 degr inh	3	-2	2
eIF4E 4G PPI	-6	-1[fluorescence artefact?]	-9
S1P4 agonist	0.2	-0.5	0.5
PERK inh	0.2	-0.1	-0.7

# Following part.
[31] O=C1CCC(=O)N1OCCOc1ccc(Cl)c2ccccc12
[32] CCN(C(=O)CN1CCOCC1)C1(C)C(=O)c2ccccc2C1=O
[33] O=C(N/N=C/c1sc(N2CCCCC2)nc1-c1cccs1)c1cccnc1
[34] CC(Sc1ccc(S(=O)(=O)N2CCOCC2)cc1[N+](=O)[O-])C(=O)O (stereo not drawn)
[35] CCc1ccc(CNc2ccc(N3CCN(C(C)=O)CC3)cc2)cc1
[36] CCCn1c(=O)c2ccccc2n2c(SCc3nc4ccccc4s3)nnc12
[37] Cc1ccccc1NS(=O)(=O)c1cc(OCC(N)=O)c(C)cc1Cl
[38] COC(CN(C(=O)CCl)C(C(=O)NC1CCCCC1)c1ccccc1C)OC (stereo not drawn)
[39] Cc1ccc2cc(CN(CC3CCCO3)C(=O)Nc3ccccc3F)c3nnnn3c2c1 (stereo not drawn)
[40] CCOC(=O)c1cnc(-c2ccc(C(F)(F)F)cn2)[nH]c1=O

assay / compound	31	32	33	34	35	36	37	38	39	40
Ba/F3 V617F tox	1	2	6	-7	-4	-2	0	0	-2	-2
BaF3 tox	2	7	4	-7	2	2	8	7	7	3
NPY-Y2 PAM-ag	6	0	8	5	9	8	2	-7	-3	1
S1P4 antag	3	-17	5	-12	4	-30	1	2	0	15
Mdm2 ligase inh	1	-7	-12	-11	-27	-10	-4	-2	-4	1
Wee1 degr inh	-3	2	-1	-3	-2	1	-1	0	-4	-2
eIF4E 4G PPI	-1	1	2	2	1	5	-1	4	-6	11
S1P4 agonist	1.8	-0.7	-0.6	1.9	-2.9	0.6	15*	0.1	2.0	-1.5
PERK inh	0.3	1.1	-0.2	0.1	-1.0	-0.7	1.6	0.6	0.4	0.4

[41] Cc1cccc(C(=O)NC(=S)NNC(=O)Cc2ccccc2)c1
[42] CCn1c(NC(=S)Nc2ccccc2)nc2ccccc21
[43] COc1ccc(/C=N/Nc2ncccc2[N+](=O)[O-])c(OC)c1
[44] CN(C)S(=O)(=O)c1cccc(C(=O)NCCc2ccccc2)c1
[45] COc1ccc(OC)c(NC(=O)C(C)Oc2ccc(Br)cc2)c1 (stereo not drawn)
[46] O=C(CP(=O)(O)CC(=O)c1ccccc1)c1ccccc1
[47] COc1ccc(OC)c(NC(=O)c2cnn(-c3ccccc3Cl)c2NC(=O)c2ccco2)c1
[48] Cc1cccc(Nc2nc(N)nc(CN3CCN(c4ccccc4)CC3)n2)c1
[49] COc1cc2c(cc1OC)C(C1C(=O)CCCC1=O)N(C(=O)CCl)CC2 (stereo not drawn)

assay / compound	41	42	43	44	45	46	47	48	49
Ba/F3 V617F tox	-1	-3	4	-2	0	0	-4	-3	-2
BaF3 tox	6	4	8	4	-3	2	2	1	2
NPY-Y2 PAM-ag	4	-14	7	6	-20	-1	-11	-11	-6
S1P4 antag	1	-13	-4	-11	7	-15	-7	5	-19
Mdm2 ligase inh	2	-32	-6	-44	-9	-10	27	6	-4
Wee1 degr inh	-2	2	-3	6	3	1	6	3	-4
eIF4E 4G PPI	10	3	-3	1	-6	-4	-2	5[fluorescence artefact?]	15
S1P4 agonist	1.1	1.9	-2.4	0.3	0.8	2.1	-2.6	-0.1	0.2
PERK inh	0.5	-0.6	-0.1	-1.0	-0.1	0.1	-1.8	-0.6	0.7
